# Screens from PubChem.
# HEK293 NOD2/NF-kB: NOD2 signaling inhibitors, cell-based, luminescence, uHTS, HEK293 (AID 1566). HEK293 NOD2/NF-kB luciferase reporter, luminescence; higher % means a stronger effect. one-dose inhibition, % at 4 µM; EC50 in µM for titrated hits. actives 0.63% (n = 290,000); note: many of its hits are not listed in these tables
# human PMI inhibition: inhibitors of human PMI, primary screen, biochemical, fluorescence intensity, coupled assay (AID 1209). purified PMI enzyme, coupled fluorescence intensity; higher % means a stronger effect. inhibition, % at 20 µM, or IC50 in µM where a hit was titrated. actives 0.42% (n = 190,000);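 note: plate controls were DMSO vehicle for no effect and wells lacking substrate for full effect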
# KOR beta-arrestin-1: KOR agonists, beta-arrestin recruitment, primary screen, cell-based, luminescence, uHTS (AID 1777); KOR beta-arrestin recruitment, luminescence; higher % means a stronger effect; activation, % at 10 µM, or EC50 in µM where a hit was titrated; actives 0.02% (n = 280,000); in the data active = activation above about 50%, passing the limit was not always enough; note: a part of the inactive calls stands beside numbers as strong as those of hits
# KOR beta-arrestin-2: kappa opioid receptor blockers – cell-based, luminescence, uHTS (AID 1778); KOR beta-arrestin recruitment, luminescence, antagonist mode; higher % means a stronger effect; one-dose inhibition, % at 10 µM; IC50 in µM for titrated hits; actives 0.091% (n = 290,000); note: strong numbers were not always called active
# NOD1 inhibition: inhibition of NOD1-driven NF-kB reporter – cell-based, luminescence, uHTS, primary screen (AID 1578); NOD1-driven NF-kB luciferase reporter cells, luminescence; higher % means a stronger effect; one-dose inhibition, % at 4 µM; EC50 in µM for titrated hits; actives 1% (n = 290,000); in the data active = inhibition mostly above about 36%, no sharp cut-off; inactive = mostly below about 34%;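 note: HEK-293T reporter cells stimulated with the NOD1 agonist gamma-tri-DAP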
# TNAP activation fold: human TNAP enzyme activators, primary screen, biochemical, luminescent, no phosphate acceptor, uHTS (AID 1001) | actives 0.03% (n = 200,000) | purified TNAP, luminescent activation assay, no phosphate acceptor; higher activation fold means a stronger effect | one-dose activation fold at 20 µM; EC50 in µM for titrated hits; in the data active = activation fold from about 3, or a potency from the dose series; inactive = the rest, 99 in 100 with activation fold below about 1.6; note: many of its hits are not listed in these tables
# XIAP displacement: small molecules displacing peptide from XIAP – biochemical, IAP family, fluorescence polarization (AID 1018); XIAP BIR domain, fluorescence polarization peptide displacement; higher % means a stronger effect; actives 0.007% (n = 200,000); displacement, % at 20 µM, or IC50 in µM where a hit was titrated; in the data active = displacement above about 50%; note: a part of the inactive calls stands beside numbers as strong as those of hits
# PMI inhibition: MPI inhibition at elevated mannose 6-phosphate – biochemical, fluorescence intensity, high mannose 6-phosphate, primary screen (AID 1220). recombinant PMI enzyme, coupled fluorescence intensity; higher % means a stronger effect. inhibition, % at 20 µM, or IC50 in µM where a hit was titrated. actives 0.66% (n = 190,000)
# LYP inhibition: PTPN22 lymphoid phosphatase activity blockers – biochemical, fluorescence intensity, uHTS (AID 1779); recombinant LYP phosphatase, fluorescence intensity; higher % means a stronger effect; inhibition, % at 11.5 µM, or IC50 in µM where a hit was titrated; actives 0.054% (n = 290,000);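 note: plate controls were vehicle with enzyme for no effect and no enzyme for full effect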
# Numbers without * were called inactive; . = no result given; [ ] = remark or other dose. Cut-off read from the data, not from the text of the source, unless noted: active = inhibition above about 50%; inactive = the rest. This is a subset. The share of hits here may be higher or lower than overall.
SMILES,HEK293 NOD2/NF-kB,human PMI inhibition,KOR beta-arrestin-1,KOR beta-arrestin-2,NOD1 inhibition,TNAP activation fold,XIAP displacement,PMI inhibition,LYP inhibition
Cc1c(C=C2C(=O)N(C)C(=S)N(C)C2=O)c2ccccc2n1CC(=O)NCC1CCCO1 (stereo not given),-4%,.,-2.8%,15%,12%,.,.,.,0%
CCC(C)n1c(O)c(C=NCC2CCCO2)c(=O)[nH]c1=S (stereo not given),0%,.,5.0%,18%,-5%,.,.,.,-4%
O=c1[nH]c(=O)n(-c2cccc(F)c2)c(O)c1/C=C1\C=Nc2ccccc21,-4%,.,2.0%,-79%,10%,.,.,.,-1%
CC(C)CCOP(N)(=O)Oc1ccccc1 (stereo not given),-6%,.,-2.8%,1%[20 µM],8%,.,.,.,-4%
Cc1nn(Cc2ccc(Cl)cc2Cl)c(Cl)c1C(=O)NC1CCCc2ccccc21 (stereo not given),7%,-2%,2.3%,.,56%,1.1,-12%,8%,-5%
COc1ccc(CCNCc2ccc(OC)c(OC)c2OC)cc1,0%,-1%,-10%,.,19%,1.2,-1.3%,-4%,-4%
Cc1cccc(-c2nc3ccc(C(=O)N4CCC5(CC4)OCCO5)cc3nc2-c2cccc(C)c2)c1,7%,.,-6.4%,20%,-5%,.,.,.,2%
CC#CP(=O)(OCC)C(O)(c1ccccc1)C(F)(F)F (stereo not given),13%,9%,-2.1%,19%,-21%,1.1,4.5%,4%,0%
COc1ccccc1-n1c(O)c(/C=N/NC(=S)Nc2ccccc2)c(=O)[nH]c1=S,-2%,.,3.3%,26%,12%,.,.,.,-4%
O=C(O)c1nonc1-c1nonc1C(=O)O,1%,14%,-5.8%,23%,-20%,1.1,-1.7%,15%,-4%
O=c1c2ccccc2nc(-c2ccccc2Cl)n1-c1cccc(O)c1,-55%,.,-1.2%,-6%,-9%,.,.,.,2%
CC(O)(CS(=O)(=O)c1ccccc1)C(=O)Nc1ccc(C(F)(F)F)cc1 (stereo not given),-5%,-4%,4.8%,-28%,-7%,1.1,-5.2%,-5%,-9%

# Compound profiles, from the list above. Order of values: HEK293 NOD2/NF-kB, human PMI inhibition, KOR beta-arrestin-1, KOR beta-arrestin-2, NOD1 inhibition, TNAP activation fold, XIAP displacement, PMI inhibition, LYP inhibition
# `O=C(O)c1nonc1-c1nonc1C(=O)O` reads 1%, 14%, -5.8%, 23%, -20%, 1.1, -1.7%, 15%, -4%
# `COc1ccccc1-n1c(O)c(/C=N/NC(=S)Nc2ccccc2)c(=O)[nH]c1=S` reads -2%, ., 3.3%, 26%, 12%, ., ., ., -4%
# `COc1ccc(CCNCc2ccc(OC)c(OC)c2OC)cc1` reads 0%, -1%, -10%, ., 19%, 1.2, -1.3%, -4%, -4%

# Next section:
SMILES,HEK293 NOD2/NF-kB,human PMI inhibition,KOR beta-arrestin-1,KOR beta-arrestin-2,NOD1 inhibition,TNAP activation fold,XIAP displacement,PMI inhibition,LYP inhibition
CCOC(=O)N(C)c1ccc(C(O)(C(=O)OC)C(F)(F)F)cc1 (stereo not given),11%,-4%,11%,14%,3%,1,-3.0%,0%,-2%
COC(=O)[C@@]1(C#N)[C@@H]2C=CC(C(C)=O)=CN2[C@@H](C(N)=O)[C@@H]1c1ccc(F)cc1,9%,.,-3.1%,11%,-4%,.,.,.,-4%
Cc1ccc(Cn2nnnc2CN2CCC(n3nnc4cc(C)ccc43)CC2)cc1,-25%,-5%,.,.,-29%,1.1,-3.7%,11%,-6%
Cc1ccc(C2=NN(CCC(=O)N3CCC4(CC3)OCCO4)C(=O)CC2)cc1,5%,-7%,-0.8%,-2%,-31%,1.1,-3.9%,-6%,-7%
Cc1ccc(Cn2cc(C=O)c(-c3ccc(F)cc3)n2)cc1,0%,.,2.8%,-24%,-2%,.,.,.,-3%
CCn1ccnc1CN1CCCC(C(=O)c2cc(Cl)ccc2OC)C1 (stereo not given),.,2%,.,-15%[20 µM],.,1,-12%,-3%,-13%
Cc1ccc(-c2nc3ccccc3c(=O)n2-c2ccccn2)cc1,13%,12%,-5.0%,9%,-20%,1,-3.0%,2%,-6%
CCn1c(C)cc(/C=C2\C(=O)NC(=O)N(c3ccccc3C)C2=O)c1C,8%,-6%,-7.9%,7%[20 µM],-2%,1,-2.9%,7%,0%
C=CCOc1ccc(CC2C(=O)N(C)C(=O)N(C)C2=O)cc1,0%,9%,0.0%,-4%,-29%,0.9,-18%,4%,6%
O=C(NCCN1CCCCC1)c1ccc(Cl)nc1Cl,8%,11%,.,8%,-26%,1.1,-3.9%,12%,-6%
Cc1ccc2c(c1Cl)NC(C(=O)O)C1CC(Sc3ccccc3[N+](=O)[O-])C(Cl)C21 (stereo not given),12%,.,3.1%,0%,-5%,.,.,.,0%
N[C@@H](Cc1c[nH]c2ccccc12)c1nnc(SCc2ccccc2F)o1,4%,5%,4.8%,-16%,-22%,1.1,-2.4%,-7%,-1%
O=P(Nc1cccc(Cl)c1)(Oc1ccccc1)Oc1ccccc1,-11%,19%,2.9%,6%,-4%,1.1,-4.2%,17%,11%
CC(CN1CCOCC1)OC(=O)Cc1ccccc1 (stereo not given),5%,-31%,-2.2%,15%,3%,1.1,-5.7%,-17%,-6%
NC(=O)Nc1ccc(C(=O)OCC(=O)Nc2ccc(Cl)cc2C(=O)c2ccccc2)cc1,10%,-2%,-0.8%,12%,0%,1.1,1.8%,-5%,3%
Cc1cc(OC(C)C(=O)NCc2cccnc2)c2c3c(c(=O)oc2c1)CCC3 (stereo not given),13%,.,0.7%,0%,-26%,.,.,.,-8%
O=C1NC(=O)C2(Cc3cc([N+](=O)[O-])ccc3N3CCN(C(=O)c4ccccc4)CC32)C(=O)N1 (stereo not given),16%,.,-1.8%,3%,-29%,.,.,.,-10%
CP(C)(=O)CCC(=O)O,-12%,8%,-1.6%,40%,-14%,1.1,-4.3%,11%,3%
CCC(C)C12CN3CCN(CC(C)(C3)C1=O)C2 (stereo not given),4%,-12%,8.7%,-72%,4%,1.1,-3.7%,-7%,-6%
COc1ccc(NC2(C#N)CCCCC2)cc1,-15%,14%,3.0%,7%,-36%,1,-5.2%,53%*,-13%
CC(C)[C@@]1(NC(=O)[C@@H]2C[C@@H]3c4cccc5[nH]cc(c45)C[C@H]3N(C)C2)O[C@@]2(O)[C@@H]3CCCN3C(=O)[C@H](Cc3ccccc3)N2C1=O,1%,-13%,-1.9%,-40%,-33%,1.1,-3.7%,18%,1%
O=c1[nH]c(=O)n(Cc2ccccc2)c(O)c1C=NCCCn1ccnc1,-1%,6%,6.2%,-37%,-2%,1.1,-0.5%,6%,-5%
CN(C)CCN=Cc1c(O)n(CCC2=CCCCC2)c(=O)[nH]c1=O,6%,9%,-0.9%,10%,-17%,0.9,-3.2%,11%,-11%
COc1cccc(CN2CCCCC2c2cccnc2)c1 (stereo not given),12%,2%,-7.2%,-34%,-7%,1.1,-0.1%,-3%,-4%

# Limited to LYP inhibition, for some of the entries so far:
molecule | LYP inhibition
COC(=O)[C@@]1(C#N)[C@@H]2C=CC(C(C)=O)=CN2[C@@H](C(N)=O)[C@@H]1c1ccc(F)cc1 | -4%
Cc1ccc(Cn2nnnc2CN2CCC(n3nnc4cc(C)ccc43)CC2)cc1 | -6%
Cc1ccc(C2=NN(CCC(=O)N3CCC4(CC3)OCCO4)C(=O)CC2)cc1 | -7%

# (continued)
SMILES,HEK293 NOD2/NF-kB,human PMI inhibition,KOR beta-arrestin-1,KOR beta-arrestin-2,NOD1 inhibition,TNAP activation fold,XIAP displacement,PMI inhibition,LYP inhibition
COc1ccc(C(=O)C2CCCN(Cc3cnc(C)s3)C2)cc1OC (stereo not given),4%,12%,-4.7%,-26%,-16%,1.1,-4.5%,8%,-3%
CCC(=O)CC(c1ccc([N+](=O)[O-])cc1)c1c(O)c2ccccc2oc1=O (stereo not given),13%,8%,4.4%,-29%,.,1.1,2.1%,2%,4%
COc1cccc(OC)c1C(=O)Nc1nc(N)n(-c2ccccc2)n1,12%,2%,-4.3%,-18%,8%,1,-6.8%,2%,-6%
CC(C(=O)Nc1ccc(Br)cc1C(=O)c1ccccc1)N1CCOCC1 (stereo not given),-10%,4%,-11%,-4%,3%,1.1,-7.5%,-1%,-4%
CCOC(=O)c1c(-c2ccc(OC)cc2)oc2ccc(OC(=O)N(C)C)cc12,21%,20%,-1.1%,14%,19%,1,-3.2%,21%,-21%
CCn1c(C)c(C(=O)O)c2cc(OC)ccc21,7%,2%,-1.8%,-12%,0%,1.1,-2.3%,2%,-6%
Cc1cccc(NC(=S)N2CC3CC(C2)c2cccc(=O)n2C3)c1C (stereo not given),12%,10%,-6.8%,40%,-8%,1,-0.1%,-3%,-9%
CNP(=O)(Oc1ccccc1)OC12CC3CC(CC(C3)C1)C2 (stereo not given),9%,-2%,-4.7%,-24%[20 µM],-28%,1.1,-3.3%,-3%,-4%
COc1cc(OC)c(OC)cc1/C=C1\CC(C)C/C(=C\c2cc(OC)c(OC)cc2OC)C1=O (stereo not given),7.3µM*,.,-3.5%,-15%,6.4µM*,.,.,.,4%
CC(=O)NCC(=O)Nc1ccc(Br)cc1C(=O)c1ccccc1,31%,.,1.5%,10%,4%,.,.,.,-9%
CC(C)CN1CCN(Cc2ccccc2C(F)(F)F)CC1CCO (stereo not given),-35%,15%,3.5%,-16%,-48%,1.1,-2.5%,10%,-4%
CC(=O)n1cc(N(C(=O)CCl)c2ccc(C)cc2)c2ccccc21,.,.,0.7%,28%,16µM*,.,.,.,-2%
CCCC(=O)NC(Oc1ccccc1Cl)C(Cl)(Cl)Cl (stereo not given),3%,-1%,-2.0%,3%,-2%,1,-2.0%,-4%,-12%
CC1CN(c2ccc([N+](=O)[O-])c3cccnc23)CC(C)N1 (stereo not given),0%,34%,4.1%,-15%,.,0.9,-1.6%,63%*,-2%
C=CCn1c(O)c(C(C)=NCCN2CCCCC2)c(=O)[nH]c1=O,1%,7%,3.1%,-9%,-1%,1.2,-22%,3%,-8%
CN(C)CC#CCOCCOCCC#N,-14%,-6%,11%,-32%,-17%,1.1,-0.5%,-3%,-11%
COc1ccccc1N1C(=O)NC(=O)C2(Cc3cc(C)ccc3N(C)C2)C1=O (stereo not given),13%,-40%,-0.4%,-3%,13%,1.1,-5.6%,-36%,-8%
CC1(C)C(c2ccccc2)=NC(c2cccnc2)N1O (stereo not given),4%,-4%,-1.9%,-46%,-5%,1,-2.5%,-17%,-2%
CCCC(CCC)C(=O)OC[N+](C)(C)CCOC(=O)C(O)(c1ccccc1)C1CCCC1 (stereo not given),1%,4%,.,-16%[20 µM],26%,1,8.6%,10%,-3%
O=C1NC(=O)C(CCc2ccncc2)(CCc2ccncc2)C(=O)N1CCc1ccccc1,6%,9%,-0.5%,-10%,-27%,1.1,-23%,6%,0%
CCCCn1c(O)c(C(C)=NCc2ccc3c(c2)OCO3)c(=O)[nH]c1=O,-1%,.,-0.4%,8%,-8%,.,.,.,0%
O=C(COc1ccc(Br)cc1)N1CCN(Cc2ccc3c(c2)OCO3)CC1,-16%,.,8.5%,-6%,-5%,.,.,.,-8%
CCCCNc1ccncc1S(=O)(=O)NC(=O)NC(C)C,-26%,-19%,-0.9%,-12%,-42%,1.1,2.3%,-20%,-6%
CC1CCN(C(=O)CCl)CC1,-16%,-14%,4.2%,22%,-14%,1,-3.8%,-12%,-3%
O=c1[nH]c(=S)n(Cc2ccc(F)cc2)c(O)c1C=NCc1cccnc1,10%,-14%,2.8%,-4%,-2%,0.9,-0.9%,-11%,-2%
O=C(N/N=C/c1c(O)n(Cc2ccc(F)cc2)c(=S)[nH]c1=O)c1ccncc1,17%,.,4.7%,-12%,-10%,.,.,.,13%
O=C1NC(=O)C2(Cc3ccccc3N3CCOCC32)C(=O)N1c1ccccc1 (stereo not given),-7%,10%,3.9%,-21%,-21%,1.1,-3.0%,5%,0%
